Pf growth 48h – P. falciparum growth inhibition at 48 hours (one generation). P. falciparum luciferase growth in erythrocytes, 48 h. Potency, µM (top dose mostly 28.7 µM), without a hit: at the top dose activity change, negative = inhibition, usual class: inhibitors. 5.9% of 310,000 active. AID 504832
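Luminescence readout; reporter = integrated firefly luciferase in P. falciparum. RBC culture at 2% hematocrit, 0.1% parasitemia final, 37 C/5% CO2; decreased signal taken as growth inhibition.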
Pf growth 96h – inhibits malaria parasite growth, 96 h; P. falciparum luciferase reporter growth, 96 h; Potency, µM (top dose mostly 28.7 µM), for inactives: top-dose activity change, negative = inhibition, most hits filed as inhibitors; 6.9% of 320,000 active
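Parasite growth measured via integrated firefly luciferase reporter in P. falciparum. Infected erythrocytes at 2% hematocrit, 0.05% parasitemia final were treated 96 hours at 37 C under 5% CO2, and luminescence was read.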
Sm TGR block – inhibitors of Schistosoma mansoni thioredoxin glutathione reductase | 3% of 360,000 active | AID 485364 | Potency, µM (highest dose often 114 µM), without a hit: at the top dose activity change, negative = inhibition, usual class: inhibitors | purified TGR, DTNB reduction, TNB absorbance 405 nm | Q962Y6; also: nearly all actives have a fitted effect of over 60% in size
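Kinetic colorimetric format: TGR-catalysed, NADPH-driven DTNB reduction monitored via TNB absorbance. Enzyme dispensed at 20 nM; compound exposure 15 min at room temperature before reaction start.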
TbPYK inhibitor – blocks Trypanosoma brucei pyruvate kinase | TbPYK enzyme, Kinase-Glo Plus ATP luminescence, 45 min | AID 624173 | Q57TT1 | 0.12% of 410,000 active | Potency, µM (titrated, usually from 76.8 µM), for inactives: at the top dose activity, negative = inhibition, most hits filed as inhibitors; also: nearly all actives have a fitted effect of over 50% in size
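Activity of T. brucei pyruvate kinase was followed by Kinase-Glo Plus luminescence after the enzyme reacted 45 min at room temperature with 130 uM ADP (final) and substrate. Test compounds were added before ADP at multiple concentrations.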
HCV inh – inhibitors of hepatitis C virus infection; Huh7.5.1 HCVcc-Cre infection, luciferase reporter, 44 h; Potency, µM (highest dose often 41.8 µM), inactives show at the top dose activity change, negative = inhibition, hits mostly inhibitors; 3.4% of 340,000 active; AID 651820
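A cell-based infection assay in which seeded cells (1,000 per well) receive test compound after 4 h, are inoculated with HCVcc-Cre at approximately 0.5 moi, and are incubated 44 h before luminescence detection.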
LmPK inhibitor – inhibitors of Leishmania mexicana pyruvate kinase; Q27686; purified LmPK, Kinase-Glo ATP luminescence, 1 h; Potency, µM (series often up to 57.5 µM), for the others: at the top dose activity change, negative = inhibition, hits mostly inhibitors; 0.37% of 290,000 active
Target sequence (Q27686 whole entry, looked up): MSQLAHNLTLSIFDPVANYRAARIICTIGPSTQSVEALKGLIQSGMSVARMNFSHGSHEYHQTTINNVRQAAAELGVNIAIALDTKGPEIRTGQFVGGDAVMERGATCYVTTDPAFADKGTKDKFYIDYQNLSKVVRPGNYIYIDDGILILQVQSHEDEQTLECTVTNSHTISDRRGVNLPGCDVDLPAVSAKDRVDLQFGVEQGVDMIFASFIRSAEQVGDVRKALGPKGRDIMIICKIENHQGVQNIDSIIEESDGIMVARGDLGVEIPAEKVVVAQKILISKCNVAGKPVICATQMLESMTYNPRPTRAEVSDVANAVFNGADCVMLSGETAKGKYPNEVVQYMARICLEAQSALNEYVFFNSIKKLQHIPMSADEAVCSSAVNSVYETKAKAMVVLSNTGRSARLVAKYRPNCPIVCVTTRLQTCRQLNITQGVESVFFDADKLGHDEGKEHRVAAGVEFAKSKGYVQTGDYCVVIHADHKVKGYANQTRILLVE
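Screened at intermediate enzyme activity to detect both inhibitors and activators: LmPK at 0.1 nM, with a 0.5 nM enzyme column as activation reference. PEP 0.5 mM, ADP 0.1 mM; ATP detected by luminescence after 1 h.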
The depositor's hits bear a star; i = inactive; u = inconclusive; x = no result given; & = joins results of further samples; [ ] = another dose, or the depositor's remark. Calls follow the shape of the dose curve; as a rule, active = well fitted curve in the direction sought with a large enough effect; inconclusive = small, poorly fitted or top-dose-only effect, or another doubt; inactive = no such curve, though single readings can be large; an effect the other way counts as inactive or inconclusive. % is scaled to controls: 0 for no effect and ±100 for the full control effect; potency is read from the fitted curve at half-maximal effect.

Below each compound: Pf growth 96h	TbPYK inhibitor	Sm TGR block	HCV inh	Pf growth 48h	LmPK inhibitor
1. CC1CCN(CCCNC(=O)C2CC(=O)N(CCc3ccccc3)C2)CC1 (stereo not given)
  28%	0%	0%	19%	28%	-8%
2. Fc1ccc(OCc2nnc(SCCN3CCOCC3)o2)cc1
  i	8%	-4%	17%	2%	1%
3. COC(=O)c1sc(NC(=O)/C=C/c2ccccc2Cl)nc1C
  u	-17%	13%	5.6µM*	32%[activator]	1%
4. CSc1ccc(C(=O)C2CCCN(Cc3cccnc3)C2)cc1 (stereo not given)
  u	-5%	3%	u	u	12%
5. CC(CNC(=O)CCn1c(=O)c2cccn2c2ccc(F)cc21)c1ccccc1 (stereo not given)
  13µM*	-1%&-4%	4%&-7%	u	u	4%
6. OC(COc1ccc(CN2CCSCC2)cc1)CN1CCCCC1 (stereo not given)
  u	-3%	-2%	u	-12%	0%
7. O=C(Nc1ccnn1C1CCN(C(=O)c2ccc(Cl)cc2)CC1)C1CC1
  17%	-4%	-1%	8%	42%[activator]	-4%
8. CCC(=O)OCc1cc(=O)oc2ccc3ccccc3c12
  25%	1%	-2%	-5%	5%	-1%
9. C=CCn1c(SCC(=O)NCC(c2ccccc2)N(C)C)nnc1C1CCCCC1 (stereo not given)
  -14%	-5%	9%	-1%	u	x
10. COc1ccc(N2C(=O)c3cc4ccccc4cc3C2=O)cc1
  10µM*	2%	12%	5%	1%	4%
11. Cc1cc(C)c2c(=O)[nH]c(SCc3ccccc3C)nc2n1
  25%	-8%	17%	6%	4%	-6%
12. COCCn1c(=S)[nH]c2cc(C(=O)N3CCN(c4cccc(Cl)c4)CC3)ccc2c1=O
  12µM*	0%	-2%	u	-1%	8%
13. CCOC(=O)C1CCN(CC(O)COc2ccc(C(C)=O)cc2)CC1 (stereo not given)
  9.3µM*	-1%	-24%	-7%	x	2%
14. CCCCOC(=O)/C=C/c1c(C)[nH]c(=O)[nH]c1=O
  -9%	-12%	0%	-2%	5%	0%
15. CCOc1ccc(-n2cc(C(=O)NCc3ccco3)c3cc(OC)c(OC)cc3c2=O)cc1
  24%	8%	-26%	u	5%	3%
16. CCOC(=O)c1c2ccc(OCC(=O)N/N=C/c3ccc(Cl)cc3)cc2n2ccccc12
  u	x	-18%	x	u	1%
17. CCCCCC(=O)N[C@@H](c1ccccc1)[C@@H](O)C(=O)O[C@H]1C[C@@]2(O)[C@@H](OC(=O)c3ccccc3)C3[C@](C)(C(=O)[C@H](OC(C)=O)C(=C1C)C2(C)C)[C@@H](O)C[C@H]1OC[C@@]31OC(C)=O (stereo not given in full)
  u	0%	0%	u	u	5%
18. O=C(CCNC(=O)c1ccccc1Cl)NCCc1ccc(Cl)cc1
  u	-1%	1%	-10%	2%	4%
19. O=C(O)c1cccc(N2C(=O)C3CC=CCC3C2=O)c1 (stereo not given)
  x	1%	-2%	9%	2%	5%
20. CC1(C)CC(=O)C2=C(C1)Nc1ccccc1NC2c1ccc(F)cc1 (stereo not given)
  97%[activator]	4%	u	-8%	-13%	0%
21. Cc1cc2ncn(/N=C/c3ccc([N+](=O)[O-])o3)c2cc1C
  4.7µM*	6%	-4%	11µM*	u	1%
22. Oc1c(CNc2ccccc2)cc(COCc2ccccc2)c2cccnc12
  3.3µM*	-3%	2.8µM*	x	1.2µM*	x
23. CCOc1ncccc1C(=O)NCc1ccc(OC)c(OC)c1
  19%	0%	0%	-15%	30%	-5%
24. Fc1ccc2nc(C(F)(F)F)cc(N3CCOCC3)c2c1
  24%	5%	15%	u	17%	6%
25. CCNC(=S)NNC(=O)Cn1nc(C)cc1C
  69%[activator]	-2%	8%	5%	3%	-6%
26. COc1ccc(OC)c(CN2CCCCCC2)c1
  9%	3%	u	-7%	163%[activator]	-2%
27. Cc1ccc2c(c1)C(c1ccc(F)cc1)N(C(=O)c1ccccc1Br)CC(=O)N2 (stereo not given)
  0%	-3%	-4%	3%	x	-2%
28. CCN(CC)C(=O)COc1ccc(Br)cc1Cl
  29%	2%	-7%	1%	11%	0%
29. CCN(CC)c1ccc(C(=O)c2ccccc2C(=O)O)c(O)c1
  18%	9%	-11%	5%	1%	1%
30. CCS(=O)(=O)c1ccc(O)c(NC(=O)CC2(CC(=O)O)CCCC2)c1
  5%	1%	5%	14%	1%	6%

The last 2 records of the section above are carried over, then new ones follow:
Below each compound: Pf growth 96h	TbPYK inhibitor	Sm TGR block	HCV inh	Pf growth 48h	LmPK inhibitor
29. CCN(CC)c1ccc(C(=O)c2ccccc2C(=O)O)c(O)c1
  18%	9%	-11%	5%	1%	1%
30. CCS(=O)(=O)c1ccc(O)c(NC(=O)CC2(CC(=O)O)CCCC2)c1
  5%	1%	5%	14%	1%	6%
31. CC(C)CC(=O)NC(NC(=S)Nc1sc2c(c1C#N)CCCC2)C(Cl)(Cl)Cl (stereo not given)
  u	-3%	3%	5%	28%	0%
32. CCn1c(=N)n(CCO)c2ccccc21
  -17%	-21%	7%	16%	19%	2%
33. Cc1cc(Cl)ccc1OCCCC(=O)OCC(=O)c1c(N)n(C)c(=O)n(C)c1=O
  23%	8%	-1%	6%	u	3%
34. CCOC(=O)C(NC(=O)NCc1ccccc1OC)(OCC)C(F)(F)F (stereo not given)
  u	-10%	-11%	7%	0%	2%
35. COC(=O)c1cn(CC(=O)NCc2cccs2)c2ccccc12
  13µM*	0%	-2%	0%	94%[activator]	3%
36. O=C(Cn1ccc(C(F)(F)F)n1)Nc1cccc(S(=O)(=O)N2CCCCC2)c1
  u	-2%	-13%	u	u	4%
37. CCCc1ccc2oc(C(=O)NCCCN3CCOCC3)c(C)c2c1
  u	1%	-23%	-9%	68%[activator]	-2%
38. CC(=O)Nc1ccc(C(=O)OCC(=O)Nc2ccccc2F)cc1
  27%	5%	2%	8%	9%	-7%
39. COc1ccc(CCC(=O)Nc2ccc(S(=O)(=O)N3CCCC3)cc2)cc1OC
  u	-5%	-2%	u	u	x
40. CCOC(=O)c1c(C)[nH]c(C2=NNC(=Nc3ccccc3OC)SC2)c1C
  u	-8%	-2%	u	u	-1%
41. CC(C)Oc1cccc(C(=O)C2CCCN(Cc3cnc(N4CCCC4)s3)C2)c1 (stereo not given)
  u	-3%	-9%[57.1 µM]	u	u	-2%
42. Nn1c(SCc2ccccn2)nncc1=O
  12µM*	1%	11%	33%[activator]	18%	1%
43. COc1ccc2c(C)c(C(=O)O)oc2c1
  -21%	-1%	11%	8%	x	4%
44. COc1ccc(N2C(N)=NC(N)=NC2(C)C)cc1
  u	1%	5%	-19%	0.033µM*	-1%
45. O=S1(=O)CC2NC(=S)N(c3cccc(Br)c3)C2C1 (stereo not given)
  18%	3%	7%	15%	9%	-7%
46. CC(=O)c1cc(CCC(=O)NC2CCCCCC2)oc1C
  26%	0%	-1%	-3%	10%	-6%
47. COc1ccc(CCNC(=O)c2c(C)nc3ccccn23)cc1OC
  7%	-1%	-4%	-1%	-10%	-1%
48. Cc1csc(=O)n1CC(=O)OCc1cccc2ccccc12
  2%	4%	-2%	1%	8%	-4%
49. Cc1[nH]c2ccc(C(=O)OC(C)C(=O)NCc3ccccc3)cc2c1C (stereo not given)
  -3%	-1%	-12%	u	u	x
50. COc1cc2c(cc1NC(=O)CSc1nccn1C)oc1ccccc12
  21%	1%	-4%	2.8µM*	83%[activator]	3%
51. COC(=O)c1c(C)oc(C)c(C(=O)OC)c1=O
  32%[activator]	-10%	8%	-17%	7%	7%
52. COc1ccc(-c2cc(C(=O)OCC(=O)NC(C)C)c3ccccc3n2)cc1
  91%[activator]	5%	-1%	2%	58%[activator]	3%
53. CCOc1ccc(/C=C2/Sc3ccc(C(=O)NCC4CCCO4)cc3N(C)C2=O)cc1OC (stereo not given)
  13µM*	-17%	u	u	8.3µM*	12%
54. BrC(/C=N/Nc1nc(N2CCOCC2)nc(N2CCOCC2)n1)=C/c1ccccc1
  0%	1%	0%	-17%	12µM*	1%
55. Cc1cc2c(cc1C)N(CC(=O)N1CCCC1)C(=O)CC(c1ccccc1)=N2
  x	3%	1%	16%	x	7%
56. C/C(=N\NC(=O)c1ccccc1)c1c(O)n(C2CCCCC2)c(=O)[nH]c1=O
  -8%	3%	-7%	5%	14%	10%
57. Cc1cc(C)c2nc(N(CCCN(C)C)C(=O)C3=COCCO3)sc2c1
  u	3%	0%	32µM*	12µM*	x
58. NC(=O)CSc1nc2ccccc2nc1SCC(N)=O
  u	-16%	-3%	u	9%	2%
59. O=C(COc1ccccc1Cc1ccccc1)Nc1cccnc1
  u	-1%	5%	-14%	-27%	x
60. CC1C/C=C/C=C/C=C/C=C/C(O[C@@H]2O[C@H](C)[C@@H](O)[C@H](N)[C@@H]2O)CC2OC(O)(CC(O)CC3OC3/C=C/C(=O)O1)CC(O)C2C(=O)O (stereo not given in full)
  -2%	x	-25%	2%[8.37 µM]	0%	1%

4 entries from above, as a markdown table.
| cpd | Compound | Pf growth 96h | TbPYK inhibitor | Sm TGR block | HCV inh | Pf growth 48h | LmPK inhibitor |
| --- | --- | --- | --- | --- | --- | --- | --- |
| 57 | Cc1cc(C)c2nc(N(CCCN(C)C)C(=O)C3=COCCO3)sc2c1 | u | 3% | 0% | 32µM* | 12µM* | x |
| 58 | NC(=O)CSc1nc2ccccc2nc1SCC(N)=O | u | -16% | -3% | u | 9% | 2% |
| 59 | O=C(COc1ccccc1Cc1ccccc1)Nc1cccnc1 | u | -1% | 5% | -14% | -27% | x |
| 60 | CC1C/C=C/C=C/C=C/C=C/C(O[C@@H]2O[C@H](C)[C@@H](O)[C@H](N)[C@@H]2O)CC2OC(O)(CC(O)CC3OC3/C=C/C(=O)O1)CC(O)C2C(=O)O (stereo not given in full) | -2% | x | -25% | 2%[8.37 µM] | 0% | 1% |

Remaining list, next part:
Below each compound: Pf growth 96h	TbPYK inhibitor	Sm TGR block	HCV inh	Pf growth 48h	LmPK inhibitor
61. O=C1c2cccnc2C(=O)N1Cc1ccccc1
  -39%	2%	-8%	u	-8%	5%
62. O=C1NC(=S)S/C1=C\c1coc2ccccc2c1=O
  u	-12%	u	-8%	14%	-17%
63. COc1ccc(S(=O)(=O)NC2CCCC2)cc1C(N)=O
  18%	0%	0%	1%	-5%	-12%
64. COC(=O)Cc1[nH]nc2c1C1(CCSCC1)C(C#N)=C(N)O2
  10%	1%	-28%	-6%	1%	2%
65. COCCCNC(=O)c1ccc(Cn2c(=O)c3ccccc3n(Cc3ccc(C)cc3)c2=O)cc1
  -29%	-12%&-4%	-4%&7%	-25%	x	8%
66. Cc1ccc(NC(=O)c2cnc(SCC(=O)c3ccccc3)n(C)c2=O)cc1
  46%[activator]	4%	-6%	16%	4%	x
67. CCNC(=O)COC(=O)c1cc(S(=O)(=O)N2CCCc3ccccc32)ccc1Cl
  9%	5%	-5%	15%	-18%	5%
68. CCCN1CNC(=S)N(CCc2ccccc2)C1
  279%[activator]	2%	2%	2%	-11%	4%
69. O=C(CSc1nc2c(c(=O)n1-c1ccc(F)cc1)SCC2)NCc1ccco1
  -8%	-3%	40µM*	-3%	u	1%
70. COCCN(C(=O)CSc1nc2ccc(Cl)cc2[nH]1)c1c(N)n(Cc2ccccc2)c(=O)[nH]c1=O
  56%[activator]	-8%	1%	x	8%	1%
71. O=C(NC1CCCCC1)C(c1ccc2ncccc2c1)N(Cc1ccco1)C(=O)c1ccc2c(c1)OCCO2 (stereo not given)
  2.6µM*	0%	0%	-9%	5.2µM*	1%
